Compound activity from PubChem.
Anesthetic bind: binds horse apoferritin like a general anesthetic; P02791; AID 485281; Potency, µM (titrated, usually from 77.5 µM), for inactives: top-dose activity change, negative = displacement, hits mostly inhibitors; apoferritin/1-aminoanthracene competitive binding, fluorescence; 350,000 tested, 0.074% active; further: potency means the concentration at half of the fitted maximal effect; on the % scale 0 is the no-effect control and ±100 the full control effect; nearly all actives have a fitted effect of over 20% in size
Target sequence (P02791 2-175 limits assumed): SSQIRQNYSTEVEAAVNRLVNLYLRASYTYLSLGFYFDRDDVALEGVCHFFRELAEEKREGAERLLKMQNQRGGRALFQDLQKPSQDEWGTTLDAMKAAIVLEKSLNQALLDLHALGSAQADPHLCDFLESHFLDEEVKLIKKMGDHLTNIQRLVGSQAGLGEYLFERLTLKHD
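10 uM apoferritin + 50% sat. 1-AMA, PBS; cpd 10 min RT; Ex380/Em535 endpoint; normalized to free probe vs complex; 4-param Hill fit; propofol titration as pos. ctrl.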
BLM inh: inhibitors of human Bloom syndrome helicase BLM. P54132. recombinant BLM DNA unwinding, fluorescence dequenching. Potency, µM (titrated, usually from 56.1 µM), without a hit: at the highest dose activity change, negative = inhibition, actives largely listed as inhibitors. 350,000 tested, 0.2% active. AID 2528;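 further: potency means the concentration at half of the fitted maximal effect; plate controls were vehicle for no effect and no enzyme for full effect; nearly all actives have a fitted effect of over 35% in size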
TRHR agonist: activates the human TRH receptor; P34981; TRHR cells, calcium flux fluo-8, FDSS agonist mode; activation, % at 2 µM; 360,000 tested, 0.18% active; in the data active means activation above about 30%; further: 0% is about no effect
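In this calcium-flux screen, cells bearing human TRHR are dye-loaded with fluo-8, baselined for 10 cycles, then exposed to library compounds; positive kinetic calcium responses during the agonist phase mark hits, with TRH as control.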
ERG Ets-DNA blk: inhibitors of human ERG Ets domain-DNA interaction; fluorescence polarization, His-ERG Ets domain / labelled DNA; Potency, µM (highest dose often 76.9 µM), for the others: top-dose FP activity, negative = inhibition, hits mostly inhibitors; 370,000 tested, 0.028% active; active means well fitted inhibition curve with a large enough effect in the polarisation, with a control signal flat; inconclusive means small, poorly fitted or top-dose-only effect, or effect the other way, or a change in a side signal; inactive means no such curve, though single readings can be large or run the other way; the % refers to the polarisation;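 further: polarization taken with two DNA probes labelled with fluorescein and Texas red; potency means the concentration at half of the fitted maximal effect; % of control where 0% means no effect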
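His-tagged ERG Ets domain (1 uM in the protein solution; 300mM KCl, 50mM Tris-HCl, 1mM EDTA, 1mM DTT, pH 7.5) received compound, then a probe mix of 5 nM fluorescein-DNA and 100nM Texas-615-DNA. Fluorescence polarization was read for both dyes.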
12-LOX inh: inhibitors of human 12S-lipoxygenase ALOX12; P18054; Potency, µM (top dose mostly 108 µM), for inactives: top-dose activity change, negative = inhibition, most hits filed as inhibitors; purified 12hLO, xylenol orange hydroperoxide absorbance; 580,000 tested, 1.1% active; further: potency means the concentration at half of the fitted maximal effect; on the % scale 0 is the no-effect control and ±100 the full control effect
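Hydroperoxide product was detected by ferrous iron/xylenol orange as the 573 to 405 nm absorbance ratio. Arachidonic acid at 40 uM (final) was turned over for 30 min at room temperature by 150 nM human 12hLO, pH 7.0 Hepes buffer, after 15 min compound preincubation.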
Pol kappa inh: DNA polymerase kappa (human) inhibition; Potency, µM (top dose mostly 107 µM), for the others: top-dose activity, negative = inhibition, hits mostly inhibitors; purified Pol kappa, fluorescent DNA synthesis assay, 10 min; 400,000 tested, 0.53% active; AID 588579; Q9UBT6; further: potency means the concentration at half of the fitted maximal effect; on the % scale 0 is the no-effect control and ±100 the full control effect
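Inhibition of 10 nM Pol kappa is measured by a fluorescent read-out at 0 and 10 min following addition of 50 nM substrate (final), with a 15-min room-temperature compound preincubation.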
APEX1 inh: inhibitors of human APE1 endonuclease. P27695. recombinant APE1, TAMRA/BHQ-2 abasic DNA cleavage fluorescence. Potency, µM (series often up to 65.8 µM), for inactives: at the top dose activity change, negative = inhibition, most hits filed as inhibitors. 350,000 tested, 0.35% active. AID 2517;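 further: potency means the concentration at half of the fitted maximal effect; plate controls were vehicle for no effect and reference inhibitor for full effect; nearly all actives have a fitted effect of over 55% in size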
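Quantitative HTS: incision of a TAMRA/BHQ-2 double-stranded substrate bearing a tetrahydrofuran abasic site by 0.75 nM APE1 raises fluorescence. Substrate 50 nM final, added after 15 min compound preincubation at room temperature; progress as third-minus-first kinetic read difference.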
POLB inh: inhibitors of human DNA polymerase beta; P06746; Pol beta primer extension/strand displacement, fluorescence kinetic; Potency, µM (titrated, usually from 114 µM), without a hit: at the top dose activity change, negative = inhibition, actives largely listed as inhibitors; 340,000 tested, 1.3% active; AID 485314; further: potency means the concentration at half of the fitted maximal effect; on the % scale 0 is the no-effect control and ±100 the full control effect
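Curves were derived by four-parameter Hill fits of normalized qHTS data. The kinetic fluorescent primer-extension read was taken at 0 and 10 min after 50 nM substrate, following a 15 min room-temperature preincubation of 10 nM enzyme with compounds.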
Pol iota inh: inhibitors of human DNA polymerase iota. AID 588590. Potency, µM (highest dose often 115 µM), without a hit: at the highest dose activity, negative = inhibition, usual class: inhibitors. Pol iota fluorescent replication assay, 10 min. Q9UNA4. 390,000 tested, 1% active; further: potency means the concentration at half of the fitted maximal effect
Target sequence (Q9UNA4 whole entry, looked up): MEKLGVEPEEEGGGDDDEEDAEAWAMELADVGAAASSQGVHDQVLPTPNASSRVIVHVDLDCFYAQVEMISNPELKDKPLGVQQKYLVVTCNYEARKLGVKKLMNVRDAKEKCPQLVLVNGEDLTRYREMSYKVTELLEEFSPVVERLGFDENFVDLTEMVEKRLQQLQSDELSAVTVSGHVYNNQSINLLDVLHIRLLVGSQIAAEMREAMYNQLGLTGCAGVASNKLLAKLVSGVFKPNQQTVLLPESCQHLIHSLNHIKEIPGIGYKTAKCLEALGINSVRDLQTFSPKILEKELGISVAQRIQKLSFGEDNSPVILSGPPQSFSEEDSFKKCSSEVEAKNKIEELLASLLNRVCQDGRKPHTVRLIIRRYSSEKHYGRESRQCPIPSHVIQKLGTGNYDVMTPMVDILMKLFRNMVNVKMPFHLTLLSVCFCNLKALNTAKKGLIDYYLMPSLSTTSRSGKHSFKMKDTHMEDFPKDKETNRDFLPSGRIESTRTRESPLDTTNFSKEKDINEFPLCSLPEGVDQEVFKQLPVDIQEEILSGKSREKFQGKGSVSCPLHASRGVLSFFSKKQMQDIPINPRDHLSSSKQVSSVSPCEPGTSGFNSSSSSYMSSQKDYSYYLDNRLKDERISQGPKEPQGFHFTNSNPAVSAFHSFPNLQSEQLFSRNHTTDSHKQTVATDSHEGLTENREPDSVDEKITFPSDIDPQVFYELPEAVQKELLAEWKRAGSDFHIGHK
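Fluorescent replication assay read twice, at 0 min and 10 min after adding 50 nM (final) substrate. Enzyme (10 nM) and compounds were first incubated 15 min at room temperature; enzyme-free buffer wells were negative controls.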
* = called active by the depositor; u = inconclusive; x = not tested or not shown; [ ] = another dose, or the depositor's remark. Unless noted, the call rests on the fitted dose curve; in most records, active means well fitted curve in the direction sought with a large enough effect; inconclusive means small, poorly fitted or top-dose-only effect, or another doubt; inactive means no such curve, though single readings can be large; an effect the other way counts as inactive or inconclusive. A portion of the library; rates above refer to the full screens.

No. | smiles | Anesthetic bind | BLM inh | TRHR agonist | ERG Ets-DNA blk | 12-LOX inh | Pol kappa inh | APEX1 inh | POLB inh | Pol iota inh
1 | Cc1ccc2nc(NC(=O)CN3C(=O)C4CC=CCC4C3=O)sc2c1 (configuration not stated) | -15% | -4% | 0.9 | 1% | -12% | -15% | -8% | 11% | 4%
2 | Cc1ncc(CN2CCCC(C(=O)Nc3ccc(-c4cccc(F)c4)cc3)C2)s1 (configuration not stated) | -15% | -3% | 0.4 | -1% | -2% | -10% | 21% | -6% | 22%
3 | Cc1ccc(NC(=O)c2ccc(CNS(=O)(=O)c3ccc4c(c3)C(C)(C)C(=O)N4C)cc2)cc1 | -6% | -1% | 0.2 | 0% | -4% | 0% | x | 9% | 13%
4 | C=CCNC1=C(Cl)C(=O)N(c2ccccc2Cl)C1=O | -9% | 2% | 0.0 | x | -28% | -4% | -4% | 3% | -9%
5 | CCC1(C)CC(CC(=O)O)(c2ccccc2OC)CCO1 (configuration not stated) | -18% | 4% | 0.2 | 16% | -10% | -3% | 3% | -9% | -1%
6 | C=CCn1cccc(C(=O)Nc2cc(OC)c(OC)c(OC)c2)c1=O | -7% | 3% | 0.0 | u | -3% | -2% | -1% | 27% | 36%[activator]
7 | O=C(NNC(=O)c1cc2ccccc2cc1O)c1cccs1 | 2% | -3% | 0.1 | 4% | 116%[activator] | -3% | -6% | 2% | -7%
8 | CC(=O)N1CCC2(CC1)CCN(C(=O)Nc1cccc(F)c1)CC2 | x | -1% | x | x | 2%[57.4 µM] | -12%[60.1 µM] | -1% | x | x
9 | COc1cc2[nH]c(=O)n(CCCCCC(=O)N3CCN(c4ccc(Cl)cc4)CC3)c(=O)c2cc1OC | -8% | -1% | -0.1 | 0% | u | -5% | x | 39%[activator] | 13%
10 | CCCc1ccc(-c2cc(C(=O)NCCc3ccc(S(N)(=O)=O)cc3)c3ccccc3n2)cc1 | u | -7% | 0.9 | -12% | -7% | -12% | -6% | 24% | u
11 | COc1cc(S(=O)(=O)n2nc(C)cc2C)c(OC)cc1Cl | -11% | -5% | -0.6 | x | -5% | -15%[60.1 µM] | -2% | 13% | -15%
12 | COc1ccc(Cl)cc1NC(=O)C(C)OC(=O)c1ccc(NS(=O)(=O)c2ccc3[nH]c(=O)[nH]c3c2)cc1 (configuration not stated) | 1% | -3% | 0.6 | -3% | -6% | -3% | -6% | -4% | 9%
13 | N/C(=N\OC(=O)Nc1ccccc1)c1ncc([N+](=O)[O-])s1 | -7% | -5% | -0.1 | -20% | 128%[activator] | -4% | u | u | u
14 | Cn1cc(SCC(=O)Nc2ccc3c(c2)OCCO3)c2ccccc21 | 5% | -1% | -0.7 | -10% | -2% | 2% | 8% | 3% | 28%
15 | CC(C)c1onc(C(=O)N2CCCCCC2)c1[N+](=O)[O-] | -23% | -3% | 0.4 | -5% | -4% | -2% | 2% | 11% | 36%
16 | Cc1cc(-n2c(=S)sc3c(=O)n(-c4ccc(F)cc4)c(SCC(=O)O)nc32)ccc1Cl | -7% | -4% | 0.3 | -5% | 0% | -16% | 10% | 1% | -6%
17 | COc1cc(OC)cc(-c2nnc(SCC(=O)N3CCCc4ccccc43)o2)c1 | 0% | -1% | -0.5 | -1% | -2% | -8% | -10% | 0% | 3%
18 | Cc1ccc(NC(=O)Cn2c(-c3cncs3)nc3ccccc32)c(Br)c1 | -12% | -11% | -0.7 | 0% | -27% | -6% | x | 7% | u
19 | CCn1c(SCc2ccccc2)nnc1-c1cccnc1 | -9% | -13% | 0.1 | 3% | -3% | 0% | 3% | 1% | 27%
20 | COc1ccc(NC(=S)N2CCCCC2c2cccnc2)cc1 (configuration not stated) | 0% | -1% | 0.2 | -1% | -11% | -5% | 2% | -26% | 5%
21 | CC(C)C(=O)Nc1ccc(N2CCCC2)cc1 | 4% | -18% | -1.0 | 2% | 10% | -20% | -2% | 1% | 7%
22 | CCC1(c2ccccc2)C(=O)N(C(=O)OC(C)(C)C)N1C(=O)OC(C)(C)C (configuration not stated) | x | x | 0.6 | -3% | -3% | -5% | -13% | x | 27%
23 | CCCCCSc1nnc(-c2ccccc2NC(C)=O)c(=O)[nH]1 | -4% | 2% | 0.8 | 4% | 6% | 8% | -1% | -3% | 37%[activator]
24 | O=c1[nH]c(-c2ccccc2)ncc1Oc1ccccc1 | x | x | x | -6% | 212%[activator] | -6% | x | x | -6%
25 | CC1CCN(C(=O)CCc2nnc3ccc(N4CCC5(CC4)OCCO5)nn23)CC1 | -6% | 0% | 0.0 | -9% | -7% | -1% | 19% | -9% | 26%

Quoted at random: two entries already listed.
No. | smiles | Anesthetic bind | BLM inh | TRHR agonist | ERG Ets-DNA blk | 12-LOX inh | Pol kappa inh | APEX1 inh | POLB inh | Pol iota inh
9 | COc1cc2[nH]c(=O)n(CCCCCC(=O)N3CCN(c4ccc(Cl)cc4)CC3)c(=O)c2cc1OC | -8% | -1% | -0.1 | 0% | u | -5% | x | 39%[activator] | 13%
19 | CCn1c(SCc2ccccc2)nnc1-c1cccnc1 | -9% | -13% | 0.1 | 3% | -3% | 0% | 3% | 1% | 27%

(further entries)
No. | smiles | Anesthetic bind | BLM inh | TRHR agonist | ERG Ets-DNA blk | 12-LOX inh | Pol kappa inh | APEX1 inh | POLB inh | Pol iota inh
26 | CC(NC(=S)Nc1ccccc1Cl)C(c1ccccc1)N1CCOCC1 (configuration not stated) | -13% | 0% | -2.4 | -8% | -14% | -9%[60.1 µM] | u | -1% | -18%
27 | CCc1ccccc1OCC(=O)Nc1ccc(S(N)(=O)=O)cc1 | -1% | -2% | -0.5 | -6% | -9% | -6% | 2% | -1% | -5%
28 | O=C(Nc1ccncc1)Nc1ccc(Br)cc1Cl | -6% | -7% | 1.0 | 3% | -28% | -5% | 9% | -18% | 29%
29 | CCc1ccc2oc(C(=O)Nc3cccc(C(F)(F)F)c3)cc(=O)c2c1 | 6% | -8% | 0.0 | -12% | -3% | 8% | x | -24% | -18%
30 | CCOc1ccc(-c2nc(CSc3nncs3)cs2)cc1OC | -17% | 0% | -0.3 | 9% | -10% | -18% | 1% | -18% | 4%
31 | Cc1cc(C)cc(OCc2nnc(SCC(=O)c3ccc(Br)cc3)o2)c1 | -17% | -3% | 2.1 | 7% | 1% | -10% | 0% | 0% | -1%
32 | N=c1c2c3c(sc2ncn1N)CCC3 | -6% | -3% | 0.1 | 11% | u | 4% | -2% | 11% | -5%
33 | CCNC(=S)N(CCN(CC)CC)Cc1cc2cc3c(cc2[nH]c1=O)OCCO3 | 3% | -6% | 0.2 | -10% | -9% | 0% | 3% | -11% | 5%
34 | CCc1ccc(Nc2n[n+](-c3ccccc3)c(/C=C/c3ccccc3)s2)cc1 | -23% | -5% | 0.0 | x | x | x | -5% | 29% | x
35 | Cc1ccc(C2/C(=C(/O)c3cnn(-c4ccccc4)c3C)C(=O)C(=O)N2CCN2CCOCC2)o1 (configuration not stated) | -18% | -2% | -1.4 | 2% | u | -13% | -4% | -20% | -3%
36 | C=CCOc1ccc2c(CC)cc(=O)oc2c1C | -10% | 2% | 0.0 | -5% | 11% | -4% | 15% | 3% | 15%
37 | C=CCc1ccccc1OCC(O)CN1CCOCC1 (configuration not stated) | x | x | x | -3% | 40µM* | 7% | x | x | 13%
38 | CCC(=O)N1CCN(c2ccc(NC(=O)c3ccc(N4CCOCC4)c([N+](=O)[O-])c3)cc2)CC1 | -5% | -4% | 0.2 | 0% | -5% | 1% | 12% | -1% | 29%
39 | CC(=O)NC(CC(=O)NC1CCCc2ccccc21)c1ccccc1 (configuration not stated) | 2% | -6% | 0.0 | 28% | -16% | 8% | 8% | -3% | 40%[activator]
40 | C/C(=N\NC(=O)Cn1ccc(C(F)(F)F)n1)c1ccc2c(c1)OCO2 | u | -4% | -0.1 | -9% | -5% | -4% | -1% | 6% | 89%[activator]
41 | Cc1cc(S(=O)(=O)NCC(c2ccc3c(c2)OCO3)N2CCOCC2)ccc1F (configuration not stated) | x | x | 0.1 | -2% | -31% | -5% | -15% | x | -8%
42 | Cc1ccc(S(=O)(=O)Nc2cccnc2)cc1 | -13% | -8% | 2.9 | 0% | 37%[activator] | -20% | 9% | 36% | 13%
43 | CCOC(=O)c1ccc2c(c1)N(Cc1ccccc1C)C(=O)c1ccccc1S2=O (configuration not stated) | -15% | -1% | -0.3 | 4% | 4% | -8% | -5% | 5% | 19%
44 | CC(C)(C)n1nnnc1C(c1ccccc1F)N1CCN(C2CCCC2)CC1 (configuration not stated) | 5% | 2% | -0.2 | -3% | -3% | -10% | -1% | -6% | 0%
45 | S=C(Nc1ccc(Oc2ccc(NC(=S)NC3CCCCC3)cc2)cc1)NC1CCCCC1 | 18% | -4% | -0.2 | 0% | 11µM* | -3% | 5% | 0% | 9%
46 | CCOc1ccc2nc(C)cc(Nc3ccc4c(c3)OCCO4)c2c1 | -22% | -8% | -1.0 | 8% | -30% | -27% | -8% | u | 19%
47 | Cc1ccc(C(=O)NCC(=O)NCCCc2ccccc2)s1 | 2% | -1% | -2.1 | u | 3% | 1% | 59%[activator] | 1% | -7%
48 | COc1ccc(CN2C(=O)c3ccccc3C2C(=O)NCC2CCCO2)c(OC)c1 (configuration not stated) | -4% | -1% | 0.4 | -5% | 0% | -5% | -3% | 44% | -4%
49 | CCOC(=O)C1CCN(c2nc(-c3ccccc3)nc3c2oc2ccccc23)CC1 | -7% | -5% | 0.7 | 7% | 3% | 0% | 12% | 11% | -9%
50 | Cc1c(C(=O)Nc2ccc3c(c2)OCCO3)sc2ncnc(N3CCCCC3C)c12 (configuration not stated) | -9% | -10% | -0.8 | -1% | -1% | -3% | 60%[activator] | 4% | 7%
51 | O=C1NC(c2ccc(O)cc2)Nc2ccccc21 (configuration not stated) | 2% | -2% | 1.3 | -3% | -4% | 1% | 22% | 19% | 31%[activator]
